# EPAC1 agonist = agonists of human EPAC1; O95398; EPAC1 agonist qHTS, biochemical assay; response scale: 100% = response to 6.5 mM cAMP; Potency, µM (highest dose often 154 µM), for the others: at the highest dose activation, most hits filed as activators; hit rate 0.073% among 360,000; also: potency is read from the fitted curve at half-maximal effect; nearly all actives have a fitted effect of over 60% in size
# Target sequence (O95398 whole entry, looked up): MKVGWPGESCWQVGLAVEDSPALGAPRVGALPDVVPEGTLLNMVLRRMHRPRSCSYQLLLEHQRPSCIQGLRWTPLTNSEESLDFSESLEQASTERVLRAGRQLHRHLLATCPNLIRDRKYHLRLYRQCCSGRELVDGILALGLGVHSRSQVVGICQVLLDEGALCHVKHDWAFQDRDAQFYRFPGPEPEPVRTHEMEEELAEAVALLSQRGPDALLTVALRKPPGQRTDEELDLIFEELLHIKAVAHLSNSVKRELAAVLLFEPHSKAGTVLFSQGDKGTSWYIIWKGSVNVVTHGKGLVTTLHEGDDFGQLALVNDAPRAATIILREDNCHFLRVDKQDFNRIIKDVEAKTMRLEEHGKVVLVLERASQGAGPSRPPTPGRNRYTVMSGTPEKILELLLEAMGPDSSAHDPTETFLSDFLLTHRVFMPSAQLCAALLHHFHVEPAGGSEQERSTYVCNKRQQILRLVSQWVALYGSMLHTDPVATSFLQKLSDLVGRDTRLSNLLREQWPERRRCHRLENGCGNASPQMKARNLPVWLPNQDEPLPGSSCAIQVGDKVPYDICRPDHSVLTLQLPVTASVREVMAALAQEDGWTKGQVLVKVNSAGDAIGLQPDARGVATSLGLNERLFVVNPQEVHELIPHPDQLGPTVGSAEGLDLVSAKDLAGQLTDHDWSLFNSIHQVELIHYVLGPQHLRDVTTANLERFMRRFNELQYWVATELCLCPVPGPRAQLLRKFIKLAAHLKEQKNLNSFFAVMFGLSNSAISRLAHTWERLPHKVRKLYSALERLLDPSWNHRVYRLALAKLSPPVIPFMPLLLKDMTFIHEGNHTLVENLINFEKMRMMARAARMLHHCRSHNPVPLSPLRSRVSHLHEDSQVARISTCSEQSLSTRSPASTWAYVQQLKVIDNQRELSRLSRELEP
#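 Nucleotide exchange assay: 100 nM EPAC1 with 250 nM Rap1B loaded with BODIPY-GDP and 50 uM GDP, room temperature. Fluorescence (480/540 nm) read every 5 min for 30 min; signal change normalized to 6.5 mM cAMP as full agonist.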
# PI5P4K alpha inh = inhibitors of human PI5P4K alpha. PI5P4Kalpha enzyme, ADP-Glo luminescence, 60 min; hits give low values. max response, %. hit rate 1.2% among 330,000; active = max response of -50% or lower; inconclusive = between -30% and -50%; inactive = -30% or higher; also: value at the top dose of about 77 µM; % is scaled to controls: 0 for no effect and ±100 for the full control effect
#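 Controls without substrate or without enzyme flank wells where PI5P4Kalpha converts substrate using 5 microM ATP (final). Incubation lasts 60 minutes at room temperature; ADP formed is read by ADP-Glo luminescence.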
# GLP1R ag = activates the human GLP-1 receptor; P43220; Potency, µM (doses to about 45.6 µM), inactives show at the highest dose activation, most hits filed as activators; HEK293 GLP-1R CRE-luciferase, luminescence, 4-6 h; cells express a hypersensitive GLP-1R form; AID 624172; hit rate 0.007% among 380,000; also: potency is read from the fitted curve at half-maximal effect; % of control where 0% means no effect
# GLP1R inv ag = acts as inverse agonist at human GLP-1 receptor; HEK293 GLP-1R CRE-luciferase, luminescence, 24 h; GLP-1R form is constitutively active; Potency, µM (highest dose often 38.3 µM), without a hit: at the top dose activity change, negative = inhibition, usual class: inhibitors; hit rate 1.6% among 410,000; AID 624417; P43220; also: potency is read from the fitted curve at half-maximal effect; % is scaled to controls: 0 for no effect and ±100 for the full control effect; nearly all actives have a fitted effect of over 55% in size
#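 HEK293 cells stably co-expressing a cAMP-responsive luciferase reporter and constitutively active GLP-1R were seeded, incubated 12 h, then exposed to compounds for 24 h at 37 C. Luminescence was read 12 min after detection reagent; inverse agonists lower signal.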
# HEK293 tox = cytotoxicity counter-screen for GLP-1 receptor inverse agonists. HEK293 cAMP-luciferase reporter cells, luminescence, 24 h. Potency, µM (highest dose often 38.3 µM), inactives show at the top dose activity change, negative = inhibition, usual class: inhibitors. hit rate 0.13% among 410,000. AID 624418;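 also: loss of luciferase light is scored as toxicity; potency is read from the fitted curve at half-maximal effect; % is scaled to controls: 0 for no effect and ±100 for the full control effect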
#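 1536-well qHTS counterscreen of the MLSMR; 200 cells/uL, 12 h pre-incubation, 23 nL cpd, 24 h at 37 deg C 5% CO2, luciferase detection reagent, 12 min RT, luminescence. Inhibition = undesired.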
# PTHR1 agonist = PTHR1 (human) receptor agonism; Q03431; HEK293 GP2 PTHR1 cells, GloSensor cAMP luminescence, 1 h; Potency, µM (top dose mostly 115 µM), for the others: at the top dose activation, most hits filed as activators; hit rate 0.075% among 410,000; AID 743266; also: potency is read from the fitted curve at half-maximal effect; nearly all actives have a fitted effect of over 55% in size; some results filed as inactive show a strong effect at the top dose; inactives centre near -15; many of its hits are not listed in these tables
#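 HEK-293-derived GP2 cells expressing PTHR1 and a GloSensor cAMP reporter, 3,000/well, plated overnight, given luciferin plus IBMX (each 0.5 mM as added) for 1 h at 37 °C, then compound for 1 h at 37 °C. Luminescence was read after 15 min at room temperature.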
# IL-2 act = IL-2 activation; IL-2 activation reporter assay, cell-based qHTS; stimulated with anti-CD3/CD4/CD28 beads; in transgenic mouse T cells; AID 652025; hit rate 0.065% among 360,000; activation, % (series mostly up to about 46 µM); in the data active = activation above about 50%; inconclusive = mostly about 30% to 49%; also: 0% is about no effect
#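 Unstimulated transgenic mouse T cells; 60-min compound exposure; bead-based TCR/CD4/CD28 stimulation; 18 h culture, 37 degrees C; dual fluorescence (EGFP, DsRed) plate cytometry.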
# PLK1 PBD block = inhibitors of human PLK1 polo-box domain binding. P53350. Plk1 PBD binding of FITC phosphopeptide, fluorescence polarization. Potency, µM, without a hit: max response, negative = inhibition, actives largely listed as inhibitors. hit rate 2.8% among 360,000; also: potency is read from the fitted curve at half-maximal effect; series mostly up to about 57 µM; % is scaled to controls: 0 for no effect and ±100 for the full control effect; nearly all actives have a fitted effect of over 65% in size
# EPAC1 antag = antagonists of human EPAC1 | AID 720709 | Potency, µM (doses to about 115 µM), inactives show at the highest dose activity change, negative = inhibition, usual class: inhibitors | EPAC1 GEF assay, Rap1b-BODIPY-GDP exchange fluorescence | O95398 | hit rate 0.14% among 360,000;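 also: potency is read from the fitted curve at half-maximal effect; plate controls were vehicle for no effect and positive control for full effect; nearly all actives have a fitted effect of over 50% in size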
# * marks the source's active call; other numbers are inactive results; i = inactive; ? = inconclusive; . = no result given; & = joins results of further samples; ! = not confirmed by another sample; [ ] = dose if it differs, or a comment. Unless noted, calls follow the shape of the dose curve; as a rule, active = well fitted curve in the direction sought with a large enough effect; inconclusive = small, poorly fitted or top-dose-only effect, or another doubt; inactive = no such curve, though single readings can be large; an effect the other way counts as inactive or inconclusive. A portion of the library, so the mix of outcomes need not match the whole.
SMILES,EPAC1 agonist,PI5P4K alpha inh,GLP1R ag,GLP1R inv ag,HEK293 tox,PTHR1 agonist,IL-2 act,PLK1 PBD block,EPAC1 antag
CC(C)NC(=O)NC(=O)COC(=O)c1ccc(NC(=O)CC#N)cc1,-6.3%,-8.7,-2.5%,21.8%,4.8%,i,1.4,-4.0%,-1.4%
Cc1cc(=O)[nH]c2ccc(S(=O)(=O)NCc3ccccc3)cc12,0.4%,-5.9,16.1%,88.5%[activator],0.5%,-28.2%,-0.3,2.0%,-8.9%
CC#CC(=O)N1CCC(n2nccc2NC(=O)c2ccc3c(c2)OCO3)CC1,-14.9%,-3.3,-5.5%,44.6%[activator],4.5%,i,-1.1,-11.5%,-7.2%
CC(=O)Nc1ccc(NCCc2cccs2)cc1,7.2%,1.5,11.7%,23.9%,6.4%,-16.5%,-0.4,-0.7%,6.6%
O=C1C(c2cc(=O)c3ccccc3[nH]2)=C(O)c2ccccc21,-6.0%,?,7.7%,-15.6%,-29.2%,-27.4%,-2.0,-4.0%,?
Cc1ccc(NC(=O)c2oc3ccccc3c2NC(=O)c2ccccc2C)cc1,.,.,3.1%,?,1.6%,-16.4%,.,.,.
CC1CN(CCCCN2C(=O)c3ccccc3C2=O)CC(C)O1 (stereo not drawn),-4.2%,0.2,6.9%,3.0%,-1.6%,i,0.4,-2.4%,-0.8%
C/C(=N/NC(=O)c1sc(NS(=O)(=O)c2ccccc2)nc1C)c1ccc(F)cc1,-0.3%,-19.7,0.5%,17.7%,46.8%[activator],-2.9%,-1.2,-16.7%,-8.1%
CC(=O)NN1C(=O)c2ccccc2NC1c1ccccn1 (stereo not drawn),4.1%,1.9,-0.6%,18.3%,35.6%,-14.8%,-2.1,-8.1%,-1.7%
N#CCc1nnc2n1-c1ccccc1CCC2,15.0%,.,11.5%,2.4%,5.9%,-29.6%[57.5 µM],0.9,0.3%,2.6%
CCOC(=O)N1CCC(c2cc(=O)n(-c3ccccc3)[nH]2)CC1,14.8%,-0.2,5.0%,-4.0%,-31.2%,-21.4%,0.1,-15.4%,-4.2%
Cc1c(Cl)cccc1NC(=O)CCCN1C(=O)CCC1=O,-4.1%,0.0,-0.8%,2.8%,-6.0%,i,0.0,-4.4%,11.1%
Cc1ccc(S(=O)(=O)NCC(=O)OC(C)C(=O)Nc2ncc(Cl)cc2Cl)cc1 (stereo not drawn),-4.4%,.,-7.0%,0.0%,3.6%,i,0.9,-2.7%,3.6%
CCOC(=O)C(=O)Nc1ccc2c(c1)OCO2,0.0%,-2.9,-5.2%,0.5%,-13.4%,i,2.8,-11.0%,-9.3%
CC(C)(C)c1ccc(-c2nc(C#N)c(NCc3ccncc3)o2)cc1,17.4%,.,11.1%,0.6%,?,-25.2%,-1.0,-4.5%,-6.5%
CN1C(C(=O)NCCc2cccs2)CC2Cn3c(nc4cc5ccccc5cc43)C21 (stereo not drawn),-8.3%,-0.1,2.2%,-21.3%,-20.3%,-33.8%[inhibitor],-0.3,-11.8%,-24.3%
Cc1ccccc1-c1nc2cc(Cl)ccc2c(=O)o1,-4.3%,2.6,-2.8%,9.9%,-16.6%,-10.4%,-2.7,-0.8%,-9.0%
Cc1noc(C)c1COc1ccc(C(=O)OCC(=O)c2ccc3c(c2)OCCO3)cc1,-0.1%,1.7,-1.2%,-20.0%,-14.9%,-40.4%[inhibitor],-1.7,3.8%,14.1%
COc1ccc(-c2cc(C(=O)N3CCN(c4ccccc4OC)CC3)no2)cc1,3.8%,1.4,1.2%,-17.6%,-1.3%,-73.5%,1.3,-6.4%,-10.9%
CCOC(=O)c1ccc(NC(=O)CN2C(=O)NC3(CCCCCCC3)C2=O)cc1,-3.1%,-5.1,0.6%,-20.8%,-19.9%,-9.3%,0.5,-3.4%,6.7%
CCOC(=O)N1CCN(C(=O)C2CCC(CNS(=O)(=O)c3ccc(Cl)cc3)CC2)CC1 (stereo not drawn),-8.4%,-6.6,0.4%,-22.3%,-18.4%,-35.9%[inhibitor][57.5 µM],0.0,0.8%,7.1%
COc1ccccc1NC(=O)c1ccc(-c2ccccc2F)o1,18.3%,.,5.9%,4.7%,1.5%,9.9%[57.5 µM],-3.6,-5.4%,3.2%
CCC1CCCCN1CCCNC(=O)c1ccc(CS(=O)(=O)Cc2ccc(Cl)cc2)o1 (stereo not drawn),11.5%,3.1,6.4%,?,0.9%,i,-2.4,-8.9%,18.5%
COc1cc2c(cc1OC)[C@@H](NC(=O)CCc1ccccc1)[C@H](OCc1ccccc1)C2,-16.2%,-9.6,3.2%,-23.3%,-0.1%,-13.4%,-0.9,-6.5%,-6.0%
Nc1ncc(-c2ccc([N+](=O)[O-])cc2)cn1,-1.6%,6.9,5.8%,64.1%[activator],3.2%,i,-0.6,-8.3%,5.7%
CCCC(=O)Nc1ccc(N2CCOCC2)cc1,3.5%,4.8,6.1%,12.3%,49.7%[activator],i,0.5,-16.7%,-7.7%
Nc1ccc(C(=O)c2cccs2)cn1,-3.3%,3.8,9.6%,-0.8%,1.4%,22.0%,0.0,-14.6%,-3.5%
O=C(Cn1c(=O)[nH]c2sc3c(c2c1=O)CCCC3)NCC1CCCO1 (stereo not drawn),1.6%,6.4,-3.6%,8.4%,2.7%,-4.6%,-0.1,-3.3%,1.8%
Cc1cccc(C(=O)Nc2ccc(S(=O)(=O)Nc3nc(C)cc(C)n3)cc2)c1,0.1%,-5.4,-3.4%,3.0%,-8.5%,i,0.7,0.2%,2.7%
CN(C(=S)Nc1ccc(SC(F)F)cc1)c1ccc(O)cc1,8.3%,0.9,-9.3%,?,11.3%,-33.8%[inhibitor],0.2,?,-18.0%
CCN(CC(=O)Nc1ccc(OC)cc1)C(=O)CSCc1ccc(C)cc1,-5.3%,0.2,1.7%,?,-10.6%,-25.7%,-0.4,-12.3%,-9.0%
CCN(CC(=O)NCc1ccc(Cl)cc1)C(=O)CCC(=O)c1ccc(F)cc1,-2.8%,3.7,-3.0%,2.3%,-5.3%,i,-0.8,-4.5%,0.9%
CCc1cc(=O)oc2c(C)c(OC(C)C(=O)NCCCn3ccnc3)ccc12 (stereo not drawn),-0.6%,12.5,-5.6%,1.8%,-10.5%,-24.4%,-2.3,-0.9%,2.7%
C/C(N)=C(/C#N)C(=O)COC(=O)C1Cc2ccccc2CN1S(C)(=O)=O (stereo not drawn),4.7%&-1.8%,-59.4*!,12.8%&2.5%,8.4%&17.1%,-4.8%&-15.5%,-12.4%,-0.9&-3.5,-15.3%&-16.1%,-6.0%&-8.6%
CCNc1nc(-c2sc(NC(=O)C(C)(C)C)nc2C)c(-n2cc(-c3ccccc3)nn2)s1,-3.0%,-3.3,-32.9%[inhibitor],10µM*,?,-52.4%,-0.7,-21.2%,1.2%
CC(OC(=O)c1ccc(F)c(S(=O)(=O)N2CCOCC2)c1)C(=O)NC1CCCC1 (stereo not drawn),-11.5%,4.6,1.6%,17.5%,-0.6%,-6.2%,0.5,-1.9%,3.6%
O=C(CCC(=O)c1ccc(Cl)s1)Nc1ncccc1O,10.5%,?,-4.2%,0.9%,-8.8%,i,-0.2,-15.0%,-6.1%
CC(=O)Nc1cccc(NC(=O)CSc2nc(=O)n(CCN3CCOCC3)c3c2CCC3)c1,6.5%,-3.4,-4.9%,9.7%,0.8%,i,-3.1,-4.5%,7.9%
O=C(NC(=S)Nc1ccc(N2CCOCC2)cc1)c1cccc(Cl)c1,13.5%,-3.5,7.5%,?,?,-4.4%,0.9,-13.4%,-10.9%
CCOC(=O)Nc1ccc2nc(Sc3ccc(Cl)cc3)sc2c1,3.0%,4.7,-3.6%,?,-16.4%,-34.1%[inhibitor],-4.8,1.3%,-5.5%
CCC(=O)c1ccc(N2CCN(C(=O)c3cccc(F)c3)CC2)c(F)c1,-2.8%,11.2,2.9%,-8.0%,8.9%,-35.5%[inhibitor],-1.0,-12.8%,?
Oc1cnc2ccccc2c1CN1CCOCC1,-0.2%,-7.1,-7.2%,-2.3%,6.6%,-8.3%[57.5 µM],-1.6,-8.7%,-5.3%
Cc1ccc(C(=O)NCCc2csc(-c3cccnc3)n2)cc1,-0.2%,-1.1,10.2%,4.8%,-33.5%,i,-0.3,-0.2%,11.3%
CCOc1ccccc1NC(=O)COc1ccc(S(=O)(=O)N2CCCC2)cc1,0.5%,10.0,32.5%,37.9%[activator],-1.9%,-1.6%,-5.6,2.0%,-14.1%
Cc1cccc(NC(=S)N2CCN(Cc3ccc4c(c3)OCO4)CC2)c1C,-1.9%,6.8,5.5%,?,-7.0%,i,0.8,-5.2%,5.6%
COc1ccc(-c2nnn(CC(=O)N(CCO)C(C(=O)NC3CCCC3)c3ccc(F)cc3)n2)cc1 (stereo not drawn),-2.2%,.,-8.3%,-2.9%,-6.6%,i,-1.4,-1.1%,-9.3%
O=C(C1CCCN(S(=O)(=O)c2ccccc2)C1)N1CCCCC1 (stereo not drawn),13.3%,1.6,-1.6%,-6.4%,-0.3%,i,-1.8,-4.8%,10.7%
O=C(Nc1cccc2c1CCCC2)c1cc([N+](=O)[O-])cc([N+](=O)[O-])c1,-3.4%,-4.2,-12.6%,0.9%,-6.1%,-4.0%,-3.3,-8.6%,-2.9%
Cc1ccc(C)c(N2C(=O)N(Cc3cccc(C(F)(F)F)c3)c3ccccc3S2(=O)=O)c1,.,.,-0.4%,?,-6.4%,-38.1%[inhibitor],.,.,.
CCOC(=O)Cn1c(=O)oc2cc(S(=O)(=O)NC3CCCCC3)ccc21,8.7%,-1.9,5.5%,-5.1%,-15.2%,-15.8%,-1.7,-11.0%,-17.4%
COc1cc(C(=O)Nc2oc(-c3ccccc3)c(-c3ccccc3)c2C#N)cc(OC)c1OC,7.1%,-1.9,-15.6%,0.8%,-11.3%,-18.2%,1.7,?,-6.1%

# Source: PubChem BioAssay
